Compound activity as filed in PubChem BioAssay.
BH1578 lux ind: induces V. cholerae light production without autoinducers; V. cholerae BH1578 lux reporter, luminescence, 6 h; activation, % at 18.7 µM; hit rate 0.16% among 350,000; AID 588436; in the data active means activation mostly above about 9.7%, no sharp cut-off; inconclusive means no clear call, values can overlap the other calls; inactive means mostly below about 3.7%; further: not every result past the cut was called active; inactives centre near 0; reference of the scale not given here
MazEF act: activators of E. coli MazEF toxin-antitoxin RNase; AID 504720; FAM/BHQ RNA-DNA oligo cleavage fluorescence, 5 h; activation, % at 20 µM; hit rate 0.32% among 350,000; P0AE70; in the data active means activation above about 50%
Target sequence (P0AE70 whole entry, looked up): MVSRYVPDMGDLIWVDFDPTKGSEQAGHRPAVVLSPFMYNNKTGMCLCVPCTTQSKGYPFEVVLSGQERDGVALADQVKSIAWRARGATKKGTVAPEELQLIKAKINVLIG
Mtb UGM inh: Mtb UDP-galactopyranose mutase inhibition; P9WIQ1; purified UGM, fluorescence polarization probe displacement; inhibition, % at 10 µM; hit rate 0.06% among 320,000; in the data active means inhibition above about 10%, passing the limit was not always enough; inconclusive means no clear call, values can overlap the other calls
Target sequence (P9WIQ1 whole entry, looked up): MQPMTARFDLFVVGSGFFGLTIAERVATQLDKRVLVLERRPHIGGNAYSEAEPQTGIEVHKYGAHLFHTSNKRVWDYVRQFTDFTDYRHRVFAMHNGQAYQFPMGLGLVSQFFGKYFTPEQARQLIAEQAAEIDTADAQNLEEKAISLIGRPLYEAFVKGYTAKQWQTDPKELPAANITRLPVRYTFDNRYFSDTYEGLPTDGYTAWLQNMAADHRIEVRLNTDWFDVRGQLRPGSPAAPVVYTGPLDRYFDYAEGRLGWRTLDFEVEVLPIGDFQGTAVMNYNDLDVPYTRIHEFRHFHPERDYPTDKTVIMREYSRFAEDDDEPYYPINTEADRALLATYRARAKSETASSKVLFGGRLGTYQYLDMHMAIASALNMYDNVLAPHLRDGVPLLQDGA
DUSP3 inh: DUSP3 (human) phosphatase inhibition; recombinant VHR phosphatase, pNPP absorbance; inhibition, % at 13.3 µM; hit rate 0.52% among 290,000; AID 1654; in the data active means inhibition above about 50%; further: some compounds called inactive have numbers as strong as hits
Target sequence (P51452 whole entry, looked up): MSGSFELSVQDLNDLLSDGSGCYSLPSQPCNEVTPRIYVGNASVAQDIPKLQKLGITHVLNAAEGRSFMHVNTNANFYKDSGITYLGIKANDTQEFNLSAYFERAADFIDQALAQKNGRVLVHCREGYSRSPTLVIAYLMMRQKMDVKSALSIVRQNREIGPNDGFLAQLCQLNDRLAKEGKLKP
SARS 3CLpro inh: SARS-CoV 3CLpro protease inhibition | P0C6X7 | recombinant SARS-CoV 3CLpro, quenched FRET peptide cleavage | inhibition, % at 6 µM | hit rate 0.14% among 290,000 | AID 1706; in the data active means inhibition above about 12%
Mtb FBA inh: inhibitors of M. tuberculosis fructose-bisphosphate aldolase; P9WQA3; purified M. tuberculosis FBA, fluorescence read-out; hit rate 2.3% among 360,000; inhibition, % at 1 µM; AID 588726; in the data active means inhibition above about 27%;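 further: 0% = vehicle and 100% = reference inhibitor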
Target sequence (P9WQA3 whole entry, looked up): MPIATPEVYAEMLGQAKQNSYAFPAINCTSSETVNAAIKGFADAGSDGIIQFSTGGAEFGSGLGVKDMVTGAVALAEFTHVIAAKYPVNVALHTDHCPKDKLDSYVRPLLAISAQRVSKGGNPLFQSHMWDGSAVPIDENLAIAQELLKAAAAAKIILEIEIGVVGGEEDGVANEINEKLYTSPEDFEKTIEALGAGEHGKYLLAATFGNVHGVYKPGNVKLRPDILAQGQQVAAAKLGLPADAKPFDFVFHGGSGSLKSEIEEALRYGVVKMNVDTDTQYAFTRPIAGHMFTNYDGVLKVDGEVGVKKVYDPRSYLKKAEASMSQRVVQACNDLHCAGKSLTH
SSB-PriA inh: inhibitors of Klebsiella pneumoniae PriA binding to SSB C-terminal tail; inhibition, % at 33 µM; hit rate 0.6% among 430,000; AlphaScreen SSBct-PriA binding, biotinylated peptide; in the data active means inhibition mostly above about 37%, no sharp cut-off; inactive means mostly below about 20%;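 further: plate controls were negative control peptide for no effect and reference peptide for full effect; strong numbers were not always called active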
BioA inh: blocks M. tuberculosis BioA enzyme activity. purified M. tuberculosis BioA enzyme, plate reader. hit rate 0.096% among 360,000. inhibition, % at 9.99 µM. AID 602481; in the data active means inhibition above about 40%; inconclusive means no clear call, values can overlap the other calls
Rv3671c inh: inhibitors of M. tuberculosis serine protease Rv3671c | hit rate 0.048% among 320,000 | inhibition, % at 5.96 µM | P9WHR9; in the data active means inhibition above about 38%;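 further: extracellular domain of Rv3671c used as enzyme; 0% = enzyme with DMSO and 100% = no enzyme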
GDH-TPI counter: inhibits GDH-TPI coupling enzymes, artifact for Mtb FBA screen; GDH-TPI coupled enzyme counterscreen, NADH absorbance; inhibition, % at 4.8 µM; hit rate 1.2% among 360,000; AID 588335; in the data active means inhibition above about 30%;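 further: 0% = DMSO wells and 100% = wells lacking the enzyme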
Numbers without * were called inactive; i = inactive; ? = inconclusive; . = not tested or not shown; & = joins results of further samples. These rows are one share of the data (hit frequency here may not be typical).

SMILES	BH1578 lux ind	MazEF act	Mtb UGM inh	DUSP3 inh	SARS 3CLpro inh	Mtb FBA inh	SSB-PriA inh	BioA inh	Rv3671c inh	GDH-TPI counter
CCOC(=O)Cc1cc(=O)[nH]c(/N=C(\N)Nc2ccc(C)cc2C)n1	1.4	7	1.2	19	0	-3	.	-0.8	14	-7
Cn1nc(C(F)(F)F)c2cc(C(=O)Nc3ccc(F)cc3)sc21	-0.3	7	1.7	14	-3	3	-9	.	-8	15
O=C(NNC(=O)c1ccccc1OCc1ccccc1)c1ccccc1F	i	4	3.4	-5	-2	-1	-10	0.7	-11	-9
CC1(C)CC2(CCO1)N1CC3(C)CN2CC(C)(C1)C3O (configuration not stated)	i	3	0.4	4	-1	0	-9	0.2	3	9
CCCCN(C)/C=N/c1c(C#N)cnn1-c1ccc(C)cc1	-0.2	1	-1.7	14	-1	-6	.	1.5	1	-4
CC(=O)Nc1ccc(NCN2C(=O)[C@@H]3[C@H]4CC[C@H](C4)[C@@H]3C2=O)cc1	-0.2	4	-0.4	8	-1	-2	-1	.	-4	-1
Cc1ccc(C)c(OCCC(=O)OCC(=O)N2CCN(S(=O)(=O)c3ccc(Cl)cc3)CC2)c1	-5.9	-5	1.6	.	.	0	-16	-0.3	-2	5
CC(C)c1ccc(NC2=NCC(=O)N2Cc2cccs2)cc1	-0.2	-24	-1.7	40	-4	2	-8	.	4	8
O=C(Nc1ccccc1)NC1CCS(=O)(=O)C1 (configuration not stated)	0.6	-1	0.3	4	4	0	-15	-0.2	-11	6
CCc1nnc(SCC(=O)Nc2ccc(N3CCOCC3)cc2)n1C	-0.3	4	-0.7	40	1	-2	-2	-0.8	-2	3
CNC(=O)c1nc(C)n(-c2ccc(Cl)cc2Cl)n1	-0.4	7	-1.7	20	0	-1	-2	.	4	4
O=C(NCc1ccco1)C1CC(c2cccc([N+](=O)[O-])c2)=NO1 (configuration not stated)	-1.5	8	-0.5	10	6	2	-5	-2.6	-6	5
COc1ccc(C(C)=O)cc1COC(=O)c1c(C)nn(-c2ccccc2)c1C	1.1	2	2.0	.	-1	1	0	0.9	-1	-2
CN(C)CCCNC(=S)N(CCCN(C)C)Cc1cc2cc3c(cc2[nH]c1=O)OCO3	i	1	0.3	94	-4	12	-3	3.7	1	8
O=C1c2ccccc2C(=O)N1Cc1nn2c(-c3ccc(Cl)cc3)nnc2s1	i	25	2.1	6	.	-2	-1&-22	0.7	-12	10
CC(C)Cc1nc(Cl)c(C#N)c2c1CCCC2	2.3	-5	-2.2	23	4	-4	-29	-0.1	-8	2
O=C(CN1CCN(S(=O)(=O)c2ccc(F)cc2)CC1)Nc1ccccc1C(=O)NC1CC1	i	3	.	.	.	-3	1	.	.	7
CCOc1ccc(NC(=O)c2ccc(N3CC4CC(C3)c3cccc(=O)n3C4)c(NC(=O)c3ccncc3)c2)cc1 (configuration not stated)	-0.5	9	-2.3	25	0	2	2	-0.3	1	7
Cc1ccc(NC(=O)Cc2ccc3c(c2)OCCO3)cc1S(=O)(=O)N1CCCCC1	-0.3	1	-0.7	-3	4	-3	-7	0.6	-15	8
COc1ccccc1C(OC(=O)c1ccco1)C(=O)NCc1ccc(F)cc1 (configuration not stated)	-0.3	2	-0.8	8	-3	0	-15	-1.1	-4	-4
COc1ccc(NC(=O)CN(C)C(=O)C(Sc2ccccc2)c2ccccc2)cc1 (configuration not stated)	i	4	-3.0	.	.	-5	4	-1.5	1	-4
O=C1CC(c2ccco2)CC(O)=C1C=Nc1ccc(Br)cc1 (configuration not stated)	0.9	-4	-1.1	19	2	0	-9	-1.1	3	26
O=C(O)CCCNC(=O)c1ccc(NC(=O)Cc2ccc(Cl)cc2)cc1	-0.6	-6	-1.2	-3	1	2	-17	.	-1	6
O=C(Nc1cc2c(oc1=O)CCCC2=O)c1ccccc1	-0.3	-4	-1.7	-11	0	1	-15	-1.8	-3	15
CC(=O)CSc1nc2ccccc2s1	i	1	-0.9	13	2	2	-8	1.3	-7	7
COc1ccc(-c2nnn(CC(=O)NCc3ccccc3)n2)cc1OC	-2.0	-8	-1.6	26	-2	2	-4	-1.6	1	2
O=C(O)CCNS(=O)(=O)c1ccc2c(c1)CCCC2	-0.3	-3	0.6	-11	4	0	-4	-2.0	7	3
CCN(CC(=O)Nc1cc(Cl)ccc1C)C(=O)c1ccc2c(=O)n3c(nc2c1)CCC3	i	7	-0.4	.	.	5	-7	0.8	-5	6
CC(C)CC1NC(=O)N(CC(=O)Nc2cc(S(=O)(=O)N3CCOCC3)ccc2Cl)C1=O (configuration not stated)	-0.2	-11	3.8	.	.	5	-10	-1.1	3	6
Cn1cnnc1SCC(=O)Nc1ccc(OC(F)F)cc1	1.1	4	2.5	13	-3	0	-17	.	0	3

Nothing new here: an excerpt of the list.
SMILES	BH1578 lux ind	MazEF act	Mtb UGM inh	DUSP3 inh	SARS 3CLpro inh	Mtb FBA inh	SSB-PriA inh	BioA inh	Rv3671c inh	GDH-TPI counter
CCOc1ccc(NC(=O)c2ccc(N3CC4CC(C3)c3cccc(=O)n3C4)c(NC(=O)c3ccncc3)c2)cc1 (configuration not stated)	-0.5	9	-2.3	25	0	2	2	-0.3	1	7
Cc1ccc(NC(=O)Cc2ccc3c(c2)OCCO3)cc1S(=O)(=O)N1CCCCC1	-0.3	1	-0.7	-3	4	-3	-7	0.6	-15	8
COc1ccccc1C(OC(=O)c1ccco1)C(=O)NCc1ccc(F)cc1 (configuration not stated)	-0.3	2	-0.8	8	-3	0	-15	-1.1	-4	-4
COc1ccc(NC(=O)CN(C)C(=O)C(Sc2ccccc2)c2ccccc2)cc1 (configuration not stated)	i	4	-3.0	.	.	-5	4	-1.5	1	-4
O=C1CC(c2ccco2)CC(O)=C1C=Nc1ccc(Br)cc1 (configuration not stated)	0.9	-4	-1.1	19	2	0	-9	-1.1	3	26

More compounds follow:
SMILES	BH1578 lux ind	MazEF act	Mtb UGM inh	DUSP3 inh	SARS 3CLpro inh	Mtb FBA inh	SSB-PriA inh	BioA inh	Rv3671c inh	GDH-TPI counter
COc1ccc(CNC(=O)CN2C(=O)NC(C)(c3ccc(Cl)cc3)C2=O)cc1 (configuration not stated)	-1.2	0	-0.6	2	2	1	-18	0.5	-3	5
CCn1c(C(=O)N2CCc3ccccc3C2)cc2oc3ccccc3c21	13	-1	-0.6	-8	3	1	4	-1.6	-3	6
CSc1sc(C(=O)OC(C)C)c2c1C(=O)CC(C)(C)C2	0.2	8	0.4	31	-7	5	2	3.6	-3	0
COC(=O)C1=C(C)N(C)C(=S)NC1c1ccc(Cl)cc1 (configuration not stated)	-0.5	4	-0.4	-7	1	-1	5	0.7	-2	0
CCc1noc(C)c1C(=O)N(CC)CC(=O)NCc1ccc(Cl)cc1	-2.1	0	-0.1	.	.	5	1	0.2	-16	4
O=C(NCCCN1CCOCC1)C(=O)N/N=C/c1ccc2c(c1)OCO2	i	4	2.1	4	1	-4	.	0.6	8	12
CCOc1ccc(CCNC(=O)CCCn2nc(C)c3c(C)n(-c4ccccc4)nc3c2=O)cc1	-0.4	6	-0.8	23	2	2	3	0.9	2	1
COc1ccc(C(C(=O)NCC2CCCO2)N(C(=O)Cn2nnc3ccccc32)c2ccc(NC(C)=O)cc2)cc1OC (configuration not stated)	i	4	4.3	2	12	-1	-1	0.3	0	-14
O=C(CC1SC(N2CCCC2)=NC1=O)Nc1ccc(C(=O)NCc2ccc(F)cc2)cc1 (configuration not stated)	i	2	.	.	.	-1	0	-0.5	.	1
CCCn1c(NC(=O)c2ccc(Br)cc2)nc2ccccc21	-0.4	-5	-4.8	19	2	0	-10	-0.4	11	10
O=[N+]([O-])c1ccc2nc(SCc3cn4cccnc4n3)[nH]c2c1	-0.1	1	-0.7	27	3	1	-5&-4	.	-12	27
Cc1ccc(C(=O)NCCCNC(=O)COc2ccccc2Cl)cn1	-0.7	4	0.4	-23	-1	-8	2	3.1	3	1
CS(=O)(=O)NC1c2cccc3cccc(c23)C1N1CCOCC1 (configuration not stated)	i	-1	1.0	24	-2	0	2	-1.2	10	3
CCOc1ccc(-n2c(O)c(/C=C3\C=Nc4ccccc43)c(=O)[nH]c2=O)cc1	i	120*	?	-15	6	-2	.	-3.7	-16	-6
NC(=O)CC(NC(=O)c1ccccc1)c1ccc(NCCc2ccc(Cl)cc2)c([N+](=O)[O-])c1 (configuration not stated)	i	15	-1.4	23	.	-2	13	1.3	2	10
COC(=O)CNC(c1ccccc1)c1cc(Br)ccc1N (configuration not stated)	-0.2	-3	-1.3	17	0	2	-9	-1.5	1	-8
CCOC(=O)c1c(NC(=O)CN2C(=O)NC3(CCCC3)C2=O)sc(C)c1CC	0.3	4	-0.9	.	.	2	-1	-2.0	-4	7
COc1ccc(N(Cc2ccccc2)S(=O)(=O)c2ccc(C)cc2)cc1	-0.5	3	-1.3	20	-1	0	-12	-1.6	-5	0
COc1ccc2cc(-c3nc4ccccc4n3C)c(=O)oc2c1	5.0	-5	-1.5	-18	-3	59*	-12	0.4	9	39*
COc1ccc(NC(=O)CCNS(=O)(=O)c2ccc(C)c(C)c2)cc1OC	0.3	7	1.6	12	2	1	5	.	-1	4
CC(=O)N1CCc2cc(C(=O)CN3CCCCC3)ccc21	-0.5	12	-1.6	-4	-1	-4	-7	1.0	-3	13
Cc1cc(NC(=O)c2cc(-c3ccccn3)nc3ccc(Br)cc23)no1	-1.6	-30	1.8	-3	-3	1	2	-1.6	2	0
S=C(Nc1ccc(Cl)cc1)N1CCCC1	-1.6	-2	0.1	-7	0	2	6	2.8	9	3
COc1ccc(-c2cc3cc(-c4cc(OC)c(OC)c(OC)c4)ccc3o2)cc1	-7.1	1	-1.1	.	.	0	-8	-0.6	5	5
NC(=O)CSc1nc(-c2ccccc2)c(-c2ccccc2)o1	-1.8	-3	1.9	4	1	5	-2&-7	0.3	-8	14
CCCNC(=S)N1CCC(NC(=O)Nc2ccc(C)cc2)CC1	-0.3	4	-0.8	12	-1	-1	-4	.	2	-2
CCCN(c1ccc(C(C)C)cc1)S(=O)(=O)c1c(C)[nH]c(=O)[nH]c1=O	0.8	2	3.5	11	-6	-1	-8	.	-3	6
COc1ccccc1NS(=O)(=O)c1cc(-c2cc(C)no2)ccc1OC	-0.2	3	1.9	-37	-2	4	-3	-2.1	-9	3
CCOC(=O)C(Cc1ccccc1)C(=O)Nc1nccs1 (configuration not stated)	-0.6	-1	-1.6	3	3	5	-14	-0.3	-2	-11
Cn1c(NC(=O)c2ccccc2F)cc(=O)n(C)c1=O	-0.2	7	-2.4	34	3	3	-4	-0.6	1	1
O=C(CCc1nnc2n(Cc3ccccc3)c(=O)c3ccccc3n12)NCCN1CCOCC1	-0.2	9	0.3	13	-1	12	1	-1.0	-1	12
COC(=O)C1=C(C)N(C(C)C)C(=O)C1(NC(=O)C1CCCCC1)C(F)(F)F (configuration not stated)	i	-1	1.7	14	2	0	-12	0.4	7	0
COC(=O)/C(=N\Nc1ccc(Cl)cc1)Sc1nnc(-c2ccc(OC)cc2)n1C	-0.7	-12	2.1	-8	6	0	.	-1.5	2	7
CNC(=O)C1CC(=O)N(c2ccc(F)c(Cl)c2)C1 (configuration not stated)	i	8	-0.9	14	-3	1	3	0.7	4	9
O=C(Nn1cc(C(=O)N2CCN(c3ccccc3F)CC2)c2ccccc2c1=O)c1cnccn1	i	5	-0.5	-3	5	-1	14	0.4	1	9
Cc1nc(C)n(CC(O)COc2ccc3ccccc3c2)n1 (configuration not stated)	-0.2	1	-0.3	11	1	0	-11&-5	-0.7	5	-9
COc1ccc(/C=C(\C#N)C(=O)Nc2ccc3[nH]c(=O)[nH]c3c2)cc1	i	5	0.1	7	2	13	4	.	3	21
C/C(=N\NC(=O)c1cccc2ccccc12)c1cccs1	-0.3	3	3.1	6	2	-2	.	-0.2	1	12
